From PubChem
ALOX12 inhib: blocks human 12-lipoxygenase activity | purified 12-hLO, xylenol orange hydroperoxide absorbance | Potency, µM (doses to about 57.1 µM), inactives show at the highest dose activity change, negative = inhibition, most hits filed as inhibitors | 0.12% of 150,000 active; note: potency is the fitted concentration of half-maximal effect; nearly all actives have a fitted effect of over 55% in size; many of its hits are not listed in these tables
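150 nM 12hLO, 25 mM Hepes pH 7.0 + 0.01% Triton X-100; cpd preinc 15 min RT; 40 uM arachidonic acid, 30 min RT; Fe-XO 30 min; A573/A405 ratio as read-out.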
15-hLO-2 inh: blocks human 15-lipoxygenase 2 activity. 0.56% of 110,000 active. purified 15hLO-2, xylenol orange hydroperoxide absorbance. Potency, µM (doses to about 57.1 µM), without a hit: at the highest dose activity change, negative = inhibition, usual class: inhibitors. O15296; note: potency is the fitted concentration of half-maximal effect; nearly all actives have a fitted effect of over 60% in size; many of its hits are not listed in these tables
Target sequence (O15296 whole entry, looked up): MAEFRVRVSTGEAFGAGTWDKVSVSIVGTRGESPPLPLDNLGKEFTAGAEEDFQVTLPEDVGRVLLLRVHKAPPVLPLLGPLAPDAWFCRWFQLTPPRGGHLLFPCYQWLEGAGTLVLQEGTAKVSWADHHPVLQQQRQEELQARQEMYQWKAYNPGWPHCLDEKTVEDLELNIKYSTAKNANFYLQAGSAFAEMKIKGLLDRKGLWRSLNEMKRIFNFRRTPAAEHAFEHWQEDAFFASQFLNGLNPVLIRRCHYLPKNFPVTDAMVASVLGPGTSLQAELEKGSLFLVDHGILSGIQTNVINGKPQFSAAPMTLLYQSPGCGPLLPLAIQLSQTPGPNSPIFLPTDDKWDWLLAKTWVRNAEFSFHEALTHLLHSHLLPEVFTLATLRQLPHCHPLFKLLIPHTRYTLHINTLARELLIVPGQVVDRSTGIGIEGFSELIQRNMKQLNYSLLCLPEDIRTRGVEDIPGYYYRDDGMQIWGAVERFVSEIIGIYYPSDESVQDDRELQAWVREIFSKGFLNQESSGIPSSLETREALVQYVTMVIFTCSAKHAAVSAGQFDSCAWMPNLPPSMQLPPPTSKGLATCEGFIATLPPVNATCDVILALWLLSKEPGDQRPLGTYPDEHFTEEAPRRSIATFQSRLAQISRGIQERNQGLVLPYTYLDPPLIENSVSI
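Purified human 15hLO-2 (50 nM final) preincubated with compounds 15 min at room temperature in 25 mM Hepes pH 7.5, 0.01% Triton X-100, then 45 uM arachidonic acid added for 90 min; hydroperoxide detected via ferrous/xylenol orange, 573/405 nm absorbance ratio.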
PNC assembly inh: perinucleolar compartment assembly inhibition; PC3M PTB-GFP, PNC prevalence imaging, 16 h; stronger effect = lower value; activity change (PNC), negative = inhibition, % at 10 µM; 3.1% of 140,000 active; AID 2417;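 active = readout at or below -70, meaning at least 70% loss of cells showing the perinucleolar compartment, a nuclear body marking cancer cells; inconclusive = readout between -30 and a set limit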;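 note: plate controls were DMSO wells for no effect and camptothecin positive control wells for full effect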
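PC3M cells stably expressing PTB-GFP, 750–1000 cells/well, treated 16 h at 37 °C with compound (23 nl of library stock), in duplicate. After paraformaldehyde fixation and Hoechst stain, imaged at 20x; PNC prevalence scored by image analysis.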
IMPase inh: cell-permeable inhibitors of inositol monophosphatase (IMPase). CHO-M1 cells, IP1 accumulation, HTRF TR-FRET ratio. inhibition (IP1 accumulation), % at 46.1 µM. 120,000 tested, under 10 active; active = well fitted curve in the direction sought with a large enough effect in the signal ratio, not every such curve was filed as active; inconclusive = small, poorly fitted or top-dose-only effect, or a change in a side signal; inactive = no such curve, though single readings can be large or run the other way; the % refers to the signal ratio;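 note: cells stimulated with carbachol in lithium chloride buffer; plate controls were DMSO basal wells for no effect and reference inhibitor wells for full effect; higher means more IMPase inhibition seen as more IP1 and lower FRET ratio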
Target sequence (P97697 whole entry, looked up): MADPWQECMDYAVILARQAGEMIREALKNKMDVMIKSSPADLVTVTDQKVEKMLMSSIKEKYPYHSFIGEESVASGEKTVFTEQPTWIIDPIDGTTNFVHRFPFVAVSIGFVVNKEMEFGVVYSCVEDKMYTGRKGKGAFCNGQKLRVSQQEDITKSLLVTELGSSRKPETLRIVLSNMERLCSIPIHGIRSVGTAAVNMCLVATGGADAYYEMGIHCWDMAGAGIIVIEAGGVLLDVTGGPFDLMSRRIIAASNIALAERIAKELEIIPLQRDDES
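Elevated IP1 in lysates lowers TR-FRET signal (665/620 ratio and 620 channel reported). Cells were CHO-M1, given carbachol (50 uM as added) plus 50mM LiCl, pH 7.4, 30 min, 37C; compounds titrated up to 46 uM; AC50 by Hill equation.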
* = called active by the depositor; ? = inconclusive; nt = no result given; [ ] = another dose, or the depositor's remark. Unless noted, calls come from the whole dose curve; as a rule, active = well fitted curve in the direction sought with a large enough effect; inconclusive = small, poorly fitted or top-dose-only effect, or another doubt; inactive = no such curve, though single readings can be large; an effect the other way counts as inactive or inconclusive. Unless noted, % is set by controls: 0 for no effect and ±100 for the full control effect.

Order of results: ALOX12 inhib | 15-hLO-2 inh | PNC assembly inh | IMPase inh
O=C(CCN1CCCCC1)N/N=C/c1ccc(Br)cc1
    1.9% | nt | -3.0 | nt
CN1C(=S)SC(/[N+]([O-])=C\c2ccccc2)C1(C)C (stereo not given)
    4.8% | -2.3% | -18.9 | 6.0
O=C(Cn1c(C(F)(F)F)nc2ccccc21)Nc1ccccc1N1CCOCC1
    5.3% | -0.9% | -28.8 | -6.3
CS(=O)(=O)N(CCc1ccccc1)CC(=O)N1CCc2ccccc2C1
    1.0% | -1.4% | -1.4 | 5.8
O=S(=O)(NCCSc1ccc(Cl)cc1)c1ccc(F)cc1
    -5.7% | 4.8% | 70.2 | 4.7
CCc1cc(C(=O)NNC(=S)Nc2cc(C)ccc2C)cs1
    -11.4% | nt | 6.4 | -8.9
COc1ccc(-n2c(-c3ccc(Br)cc3)nc(=S)c3c2CCCC3)cc1
    3.4% | nt | ? | -4.8
CCOc1ccc(Oc2c(/C=N/NC(N)=O)c(C)nn2-c2ccccc2)cc1
    -10.0% | nt | 23.9 | nt
COC(=O)[C@@H](N)Cc1ccc(O)c(O)c1
    -2.0% | -4.0% | nt | -0.2
Cc1cc(C(F)F)n2ncc(C(=O)N3CCC(C(N)=O)CC3)c2n1
    2.7% | 6.7% | -17.6 | -0.8
O=C(Cc1ccccc1)NCC(=O)OCC(=O)c1cccs1
    -5.5% | -8.6% | 7.8 | -9.4
O=C(C1CCCCC1)N1CCN=C1SCc1cccnc1
    3.1% | 6.6% | 7.5 | 5.2
COc1ccc(N(CN2C(=O)C3C4C=CC(C4)C3C2=O)C(=O)c2ccco2)cc1 (stereo not given)
    -19.2% | -10.4% | -28.0 | -2.7
C/C(=N\O)C(=O)NCCN(C)C
    -0.6% | nt | ? | nt
Nc1cccc(-n2nncc2-c2ccccc2)c1
    5.8% | -2.4% | 12.0 | 2.4
NC(=O)C1=NOC(CNc2ncc(C(F)(F)F)cc2Cl)C1 (stereo not given)
    5.6% | 7.5% | -28.2 | -4.1
COc1ccc(Cn2nnnc2C(C(C)C)N2CCc3ccccc32)cc1 (stereo not given)
    -14.9% | -0.9% | 3.0 | 16.9
COc1cc(NC(=O)C/C(C)=N/NC(=O)Cc2ccc(Cl)cc2)c(OC)cc1Cl
    -1.7% | nt | ? | nt
COc1ccccc1S(=O)Cc1ccc(C(=O)O)o1 (stereo not given)
    -0.5% | -3.1% | 1.4 | 6.4
CC1(C)Cc2ccccc2-c2nnc(-c3cccnc3)n21
    0.0% | -4.9% | ? | 0.8
Cc1cccc(NC(=S)NNC(=O)c2csc(C(C)C)c2)c1
    ? | nt | ? | 18.2
O=C(c1cccs1)N(C(=O)c1cccs1)c1ccc(Br)cn1
    -2.9% | -3.9% | -25.4 | 1.2
COc1ccccc1OCCSc1nc(N)cc(N)n1
    -1.2% | nt | -100.0* | -1.6
O=C(NCCN1CCN(C(=O)NC2CCCCC2)CC1)NC1CCCCC1
    -1.5% | 10.0% | -8.1 | -6.2
Cc1ccc(C)c(-n2c(SCC(=O)N3CCCC3)nnc2-c2ccccn2)c1
    -1.1% | 9.9% | -4.0 | 1.9
O=C(Oc1ccc2ccc(=O)oc2c1)C1CCCCC1
    0.0% | nt | 27.2 | nt
O=C(NC1=NCCS1)C1CC(=O)N(c2ccccc2)C1 (stereo not given)
    4.5% | 1.6% | 25.8 | 6.5
FC(F)(F)c1cc(-c2ccco2)nc(-n2cnc3ccccc32)n1
    -3.0% | -4.0% | 34.1 | 2.6
C=CCn1cc(-c2ccc(Cl)cc2)cc(C#N)c1=O
    ? | 3.9% | -15.6 | 0.7
CCS(=O)(=O)N1CCN(C(=O)C(c2ccccc2)c2ccccc2)CC1
    -5.9% | -2.2% | 16.8 | -4.8
O/N=C/c1cc(Cl)ccc1OCc1cccc2ccccc12
    -11.7% | -10.0% | -8.0 | 3.7
COCCNC(=O)c1ccc(CS(=O)(=O)c2ccc(Cl)cc2)o1
    1.5% | -5.6% | 49.0 | -10.2
COc1cc(OC)c(/C=N/n2c(C)nnc2C)c(OC)c1
    -5.2% | nt | ? | nt
O=C(CN1CCCCCC1)N1c2ccccc2C=Cc2ccccc21
    3.2% | 6.3% | -105.9* | 17.7
Nc1nc(CSc2nnc(-c3cccc(F)c3)n2-c2ccccc2)nc(N2CCOCC2)n1
    7.7% | nt | 115.1 | nt
CCOc1c(OC(C)=O)ccc(/C=C2\N=C(SCC)SC2=O)c1[N+](=O)[O-]
    -20.3% | ? | -10.0 | -1.9
O=C1c2ccccc2CC1Sc1nnc(-c2ccccn2)o1 (stereo not given)
    -4.1% | 7.1% | 13.1 | -0.5
Cc1[nH]c2ccc(-c3nnc(SCC(=O)c4ccc(F)cc4)o3)cc2c1C
    0.4% | -18.1% | 39.9 | ?
CCC(C)N1C(=O)CCC1C(=O)N1CCN(c2ccc(F)cc2)CC1 (stereo not given)
    -0.8% | 9.6% | ? | -0.5
CCOc1ccc(C2=C/C(=C/c3cccnc3)C(=O)O2)cc1
    -1.7% | -13.0% | 44.5 | -0.3
CC1=C(C(=O)N(C)C)C(c2ccc(Cl)c(Cl)c2)NC(=O)N1 (stereo not given)
    4.9% | -1.5% | ? | 12.2
O=[N+]([O-])c1cc(Cl)ccc1Sc1cccc2cccnc12
    -0.9% | 4.7% | 51.6 | -5.1
CN(C)C(=O)COC(=O)c1cc(Cl)cc(Cl)c1N
    1.9% | 1.4% | ? | -10.4
CC(=O)c1cc(C#N)c(SCCC(C)C)nc1C
    -3.7% | -0.9% | -0.4 | 13.2
COc1cccc(NC(=O)C(Cc2ccccc2)NC(=O)C2CCC(C)CC2)c1 (stereo not given)
    -8.1% | nt | -119.3* | 6.0
COCCNC(=S)NC(=O)CC12CC3CC(CC(C3)C1)C2
    -25.6% | nt | -29.4 | nt
O=C(CSc1nc2c(c(=O)n1-c1ccc(Cl)cc1)SCC2)NCc1ccco1
    -7.3% | -7.6% | -23.8 | 9.5
COc1ccc(NC(=O)CSc2ccc(-c3ccccn3)nn2)cc1OC
    -1.8% | nt | 17.3 | -5.7
Clc1ccc(-c2nnc(SCc3ccon3)o2)c(Cl)c1
    -9.7% | 13.6%[2.29 µM] | ? | -4.5
COc1nc(NCc2cccnc2)nc(NC2CCCCC2)n1
    -0.3% | nt | ? | nt
COc1cc(SC#N)ccc1N=Cc1c(C)[nH]n(-c2ccc(C)c(C)c2)c1=O
    3.1% | nt | -3.0 | nt
COc1cc(/C=C/C(=O)OCC(=O)NCc2cccs2)ccc1OC(F)F
    -3.0% | nt | ? | nt
O=C1CSC(c2ccccc2)N1CC12CC3CC(CC(O)(C3)C1)C2 (stereo not given)
    4.4% | -6.3% | 43.5 | 8.1
CC1CCN(C(=S)c2ccc(-c3ccc(Cl)cc3Cl)o2)CC1
    -1.0% | nt | ? | nt
O=C(COCC(=O)Nc1cccc(C(F)(F)F)c1)Nc1cccc(C(F)(F)F)c1
    -15.5% | 10.7% | 20.0 | -0.3
Cc1cc(C(F)(F)F)n(-c2nc(C(=O)Nc3ccccc3Oc3ccccc3)cs2)n1
    -2.2% | 1.3% | 26.7 | 4.5
Cn1c2c(c(=O)n(C)c1=O)C(NC(=O)c1cccs1)(C(F)(F)F)C(=O)N2 (stereo not given)
    3.0% | 3.0% | -16.0 | ?
CCOC(=O)Cc1nnc(NC(=O)C(CC)Sc2nc(C)cc(=O)[nH]2)s1 (stereo not given)
    0.3% | nt | 28.9 | 3.6
CCN(CC)C(=O)C[n+]1cccc(/C=N/O)c1
    -1.2% | nt | 84.7 | nt
COc1cc(C(=O)OCC(=O)Nc2ccc(F)cc2F)cc(OC)c1OC
    -3.8% | 4.2% | 20.8 | -1.6

2 of these compounds in another layout:
O=C(COCC(=O)Nc1cccc(C(F)(F)F)c1)Nc1cccc(C(F)(F)F)c1
  ALOX12 inhib: -15.5%	15-hLO-2 inh: 10.7%	PNC assembly inh: 20.0	IMPase inh: -0.3

CCOc1c(OC(C)=O)ccc(/C=C2\N=C(SCC)SC2=O)c1[N+](=O)[O-]
  ALOX12 inhib: -20.3%	15-hLO-2 inh: ?	PNC assembly inh: -10.0	IMPase inh: -1.9

New compounds follow.
Order of results: ALOX12 inhib | 15-hLO-2 inh | PNC assembly inh | IMPase inh
CCC(C)NC(=O)c1cc(-c2ccc(OC)cc2)on1 (stereo not given)
    6.3% | -1.7% | -3.2 | -4.3
COc1ccccc1NS(=O)(=O)c1cccc(C(=O)NN)c1
    -5.6% | -11.9% | -14.0 | 4.1
COc1cc(NC(=O)CSc2nc3ccccc3c(=O)n2C)ccc1NC(=O)c1ccco1
    0.5% | -15.5% | 22.3 | -0.1
Cn1cc(-c2nnc(-c3ccccc3)o2)c2ccccc21
    0.2% | 10.5% | 26.9 | 3.4
Cc1ccc(CNC(=O)Cn2cccc2C(=O)c2ccccc2)cc1
    -8.2% | -8.5% | ? | -3.7
CCOC(=O)c1sc(NC(=O)/C=C/c2c(F)cccc2Cl)nc1C
    0.4% | nt | 0.3 | nt
COc1ccc(-c2cc(C(=O)Nc3sc4c(c3C#N)CCCC4)c3ccccc3n2)cc1OC
    1.9% | nt | 91.6 | -4.9
COc1cc2cc(CN(Cc3nnnn3Cc3ccco3)C3CCCCC3)c(=O)[nH]c2cc1OC
    -13.0% | -23.6% | -18.6 | ?
Clc1ccc2c(c1)C(N1CCNCC1)=Nc1ccccc1O2
    7.7% | 37.0%[activator] | -9.3 | 11.1
O=C(COC(=O)c1ccc(S(=O)(=O)N2CCCC2)cc1)NCc1ccc(Cl)cc1
    2.4% | 1.9% | ? | ?
Cc1occc1C(=O)NC(C)c1ccc2c(c1)OCO2 (stereo not given)
    1.9% | 3.2% | ? | 8.2
Cc1c(NC(=O)c2ccc(Br)o2)cccc1C(=O)O
    1.7% | 1.0% | -25.5 | -3.2
Cc1cc(C(=O)CSc2nnc3ccccn23)c(C)n1-c1ccccc1
    1.4% | nt | 48.4 | nt
CCOC(=O)NC(=O)/C(C#N)=N/Nc1ccc(F)cc1
    ? | -19.5% | -9.5 | -3.2
CCOC(=O)c1cc2sccc2n1Cc1ccc(C#N)cc1
    -2.4% | 3.7% | ? | 5.1
Cc1cc(C)n(-c2nc3c(c(=O)[nH]c(=O)n3C)n2C)n1
    4.5% | 0.7% | -22.6 | 6.2

Arranged by molecular weight (high to low): part of the list above.
Order of results: ALOX12 inhib | 15-hLO-2 inh | PNC assembly inh | IMPase inh
COc1ccc(N(CN2C(=O)C3C4C=CC(C4)C3C2=O)C(=O)c2ccco2)cc1 (stereo not given)
    -19.2% | -10.4% | -28.0 | -2.7
FC(F)(F)c1cc(-c2ccco2)nc(-n2cnc3ccccc32)n1
    -3.0% | -4.0% | 34.1 | 2.6
O=[N+]([O-])c1cc(Cl)ccc1Sc1cccc2cccnc12
    -0.9% | 4.7% | 51.6 | -5.1
COc1ccccc1S(=O)Cc1ccc(C(=O)O)o1 (stereo not given)
    -0.5% | -3.1% | 1.4 | 6.4
Cc1occc1C(=O)NC(C)c1ccc2c(c1)OCO2 (stereo not given)
    1.9% | 3.2% | ? | 8.2

These rows are one share of the data, so the mix of outcomes need not match the whole.
